# TNAP act hiacc = TNAP (human) activation, high acceptor; purified TNAP, CDP-star luminescence, 1 M DEA, 30 min; hits give high values; 0 = EDTA background, 1 = DMSO-only activity; AID 1136; P05186; 200,000 tested, under 10 active; activation factor at 20 µM;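 active = activation factor at least 2 at 20 µM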
# Target sequence (P05186 whole entry, looked up): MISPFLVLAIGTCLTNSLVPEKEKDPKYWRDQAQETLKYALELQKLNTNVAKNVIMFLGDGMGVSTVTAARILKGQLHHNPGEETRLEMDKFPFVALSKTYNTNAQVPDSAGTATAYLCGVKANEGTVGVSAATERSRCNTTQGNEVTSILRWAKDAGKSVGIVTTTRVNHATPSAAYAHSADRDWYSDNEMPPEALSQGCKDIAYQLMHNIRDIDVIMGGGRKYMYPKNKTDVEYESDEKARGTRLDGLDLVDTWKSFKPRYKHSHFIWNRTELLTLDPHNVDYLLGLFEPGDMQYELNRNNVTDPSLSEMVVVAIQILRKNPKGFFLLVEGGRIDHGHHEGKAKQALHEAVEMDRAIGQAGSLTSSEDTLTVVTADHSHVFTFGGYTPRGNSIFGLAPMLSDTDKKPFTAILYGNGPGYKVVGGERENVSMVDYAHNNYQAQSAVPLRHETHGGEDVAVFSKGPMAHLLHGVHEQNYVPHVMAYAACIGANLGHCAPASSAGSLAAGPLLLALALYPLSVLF
#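 system = human TNAP | amount = enzyme diluted 1/800 final | reagent = 100 µM CDP-star substrate | signal = luminescent substrate turnover signal | dosing = one dose, 20 µM | benchmarks = EDTA negative control, DMSO positive control | measure = activation factor | timing = 30 min reaction, room temperature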
# FLuc act counter = firefly luciferase counter-screen for stimulation assays; activation factor at 10 µM; 200,000 tested, under 10 active; ATPlite luciferase biochemical, luminescence, 10 min; 0 = ATP-free wells, 1 = DMSO control; P08659;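 active = luciferase activation factor, scaled between plate controls, of at least 2 with compound at 10 µM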
# Target sequence (P08659 whole entry, looked up): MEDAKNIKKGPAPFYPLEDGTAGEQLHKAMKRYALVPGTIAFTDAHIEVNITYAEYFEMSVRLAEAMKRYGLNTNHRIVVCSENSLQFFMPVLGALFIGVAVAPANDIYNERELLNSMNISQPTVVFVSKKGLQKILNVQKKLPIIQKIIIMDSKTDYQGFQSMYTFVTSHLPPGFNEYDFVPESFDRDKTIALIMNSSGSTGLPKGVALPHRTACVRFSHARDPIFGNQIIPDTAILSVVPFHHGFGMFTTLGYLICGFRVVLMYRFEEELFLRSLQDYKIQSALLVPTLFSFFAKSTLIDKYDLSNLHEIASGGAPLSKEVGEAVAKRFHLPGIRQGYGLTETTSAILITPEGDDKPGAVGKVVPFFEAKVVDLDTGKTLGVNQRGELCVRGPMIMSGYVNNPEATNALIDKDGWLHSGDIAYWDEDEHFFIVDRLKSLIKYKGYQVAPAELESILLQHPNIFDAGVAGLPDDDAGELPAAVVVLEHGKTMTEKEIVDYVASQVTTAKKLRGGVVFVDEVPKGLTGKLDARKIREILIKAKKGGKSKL
#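 System: Luciferase/luciferin detection reagent, cell-free biochemical luciferase assay | Medium: PBS buffer for ATP | Dosing: Test compounds dosed from 2 mM stocks in 100% DMSO | Timing: 10 min at ambient temperature | Signal: Luminescence measurement of luciferase light output | Evaluation: Luciferase activation, seen as luminescence increase over controls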
# RAM inhibit = inhibitors of the yeast RAM network; actives 1.8% (n = 190,000); S. cerevisiae dse1pr::URA3 reporter, 5-FOA growth OD615, 2 d; analog-sensitive cbk1-as2 kinase mutant strain; inhibition, % at 50 µM; AID 868;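 active = inhibition above a set limit, 3 SD over mean compound inhibition, cut at about 8.4% in these data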;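 note: 0% = DMSO-only wells with no growth and 100% = 10 µM 1-NA-PP1 full growth; inhibition rescues growth on 5-FOA so higher OD means more RAM inhibition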
# APP 5UTR inh = APP translation inhibition; SH-SY5Y APP 5'UTR-luciferase reporter, luminescence; inhibition, % at 2 µM; actives 0.82% (n = 190,000); AID 1285;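 active = inhibition above a set limit, derived from the sample mean plus 3 SD, cut at about 45% in these data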; note: values of inactives mirror those of a sister screen read the other way
# FLuc inh counter = Photinus pyralis luciferase inhibition counter-screen. inhibition, % at 10 µM. AID 1006. actives 1.5% (n = 200,000). P08659. ATPLite firefly luciferase biochemical luminescence, 10 min;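 active = inhibition above about 50% when tested at 10 µM, limit read from the data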
# TNAP inh no acc = inhibitors of human TNAP without phosphate acceptor | P05186 | purified TNAP, CDP-star luminescence, 30 min | inhibition, % at 20 µM | actives 0.26% (n = 200,000);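 active = tissue-nonspecific alkaline phosphatase inhibition above about 50% at 20 µM in the single-dose screen, limit read from the data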;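 note: 0% = DMSO negative control and 100% = EDTA positive control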
# TNAP inh hi DEA = TNAP (human) inhibition, high acceptor. inhibition, % at 20 µM. P05186. actives 0.03% (n = 200,000). purified TNAP, CDP-star luminescence, 1 M DEA;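 active = over 50% inhibition of tissue-nonspecific alkaline phosphatase at 20 µM in the single-dose screen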;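 note: plate controls were DMSO wells for no effect and EDTA-quenched wells as full inhibition for full effect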
# L major viab = inhibitors of Leishmania major promastigote growth; Leishmania major promastigotes, resazurin fluorescence viability; inhibition, % at 10 µM; actives 9% (n = 200,000); AID 1063; in the data active = inhibition above about 50%;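 note: promastigotes grown with compound for 44 hours at 28 °C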
# bIAP act = increases bovine intestinal alkaline phosphatase activity; actives 0.17% (n = 200,000); purified bovine IAP, CDP-star luminescence, 30 min; hits give high values; fold of DMSO-control signal, blank-subtracted; activation factor at 20 µM; AID 1016;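 active = activation factor of 2 or more at 20 µM, a signal rise over negative controls twice the positive control's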
# bIAP inhibitor = blocks bovine intestinal alkaline phosphatase activity | purified bovine IAP, CDP-star luminescence, 30 min | inhibition, % at 20 µM | 190,000 tested, under 10 active;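 active = over 50% inhibition of intestinal alkaline phosphatase at 20 µM in the single-dose screen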
#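 Incubation: 30 min reaction at room temperature / Material: purified bovine intestinal alkaline phosphatase (IAP) enzyme / Input: enzyme at 1/65,000,000 dilution / Dosing: 20 µM single dose / Signal: CDP-star luminescence signal / Reagent: CDP-star chemiluminescent phosphatase substrate, 30 µM final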
# The depositor's hits bear a star; . = no result given.
SMILES,TNAP act hiacc,FLuc act counter,RAM inhibit,APP 5UTR inh,FLuc inh counter,TNAP inh no acc,TNAP inh hi DEA,L major viab,bIAP act,bIAP inhibitor
CCN1CCN(c2nc3ccccc3nc2C(C#N)S(=O)(=O)c2ccc(C)c(C)c2)CC1 (stereo not given),1,1,-0.8,15,-4,0,-1,-3,1,-4
Cc1cccc(CSc2cccc3cccnc23)c1,1,1,-1.4,35,0,4,-4,100*,0.8,18
O=C(O)/C=C/C(=O)Nc1ccc(S(=O)(=O)N2CCCC2)cc1,1.1,1,0.8,1,-4,-12,-5,-7,0.9,8
CCOc1ccc(Nc2oc(-c3ccccc3Cl)nc2C#N)cc1,0.9,1,0.6,-20,1,0,5,2,0.9,13
Cc1ccc(-c2nnc(CSc3nnc(C)s3)o2)cc1,1.1,1,0.6,-12,0,-14,-6,3,1,1
COc1cccc(C(=O)Nc2cccc(NC(C)=O)c2)c1,1,1,0.1,-15,0,-12,-4,-6,0.9,11
CNC(=O)Nc1nnc(C(C)(C)C)s1,1.1,1.1,1.3,-5,-6,-12,-6,-6,0.9,14
CCC(=O)N/N=C(\C)CC(=O)Nc1cccc([N+](=O)[O-])c1,1,1,2.4,6,-4,-8,-4,-4,0.9,7
O=C(COc1ccc2c(c1)CCC2)NCc1cccc(Cl)c1,1,1.1,0.0,-8,-7,-14,-2,-7,1,2
CCCCC(=O)Nc1ccc(C(=O)N2CCN(c3ccccc3OC)CC2)cc1,1,1,1.1,69*,-2,-7,-1,3,1.1,-9
CCOC(=O)c1sc(NC(=O)CNCc2cccnc2)c(C(=O)OCC)c1C,1,1.1,-0.6,-1,-8,-8,-3,12,1.2,-21
Cc1onc(-c2ccccc2Cl)c1C(=O)Nc1ccc(N2CCOCC2)cc1,1,1,2.3,-14,-3,-2,2,1,1,-1
CCC(OC(=O)c1nsc(Cl)c1Cl)C(=O)NC(C)(C)CC (stereo not given),1,1,0.0,-9,-4,-1,2,-8,1.1,-7
CCCC(=O)NC(=S)Nc1nc(-c2ccc(OC)cc2)cs1,1.1,1.1,10*,-22,-6,-3,-6,0,1.4,-38
CS(=O)(=O)N1CCN(C(=O)c2ccc(F)cc2)CC1,1,1,-0.3,-9,-3,-13,-3,-1,0.9,12
COC(=O)[C@@]1(Cc2ccc(F)cc2)[C@H]2c3cc(C(=O)N(C)C)n(Cc4ccc(OC)c(OC)c4)c3C[C@H]2CN1C(=O)c1ccccc1,1.1,1,2.3,-9,-1,-9,-8,32,1,4
CC1=CC(=C2C(=O)c3ccccc3C2=O)C=C(C)O1,1,1,2.6,-11,2,-12,-3,7,0.9,12
O=C(CCC(=O)N(CC(=O)NC1CCCCC1)Cc1cccs1)Nc1ccccn1,1.1,1.1,0.2,-3,-6,-10,-6,1,1.1,-8
COc1ccc(-c2nc(C#N)c(N3CCc4ccccc4C3)o2)cc1OC,1.1,1.1,1.9,14,-5,-12,-11,2,1,-4
O=C(NC12CC3CC(CC(C3)C1)C2)N1CCN(C(=O)c2ccco2)CC1,1,1,2.3,-12,-2,8,0,0,1.2,-15
Cc1nn(CC(=O)Nc2nnc(CC(=O)N3CCCC3)s2)c(=O)c2ccccc12,1.1,1,.,-4,-5,-12,-7,3,0.9,8
COc1ccc(N2C(=O)C(Cl)=C(N(CCO)Cc3ccccc3)C2=O)cc1,1,1,0.8,-3,0,-9,-4,-6,0.9,5
Cc1cccn2c(=O)c3cc(C(N)=S)c(=N)n(CCCN4CCOCC4)c3nc12,1,1,0.0,-9,-4,0,0,64*,0.8,25
O=C(c1cc(-c2cccc(O)c2)on1)N1CCc2ccccc2C1,1,1,0.1,-34,0,-4,-2,-3,0.7,28
Cn1nc(CC(=O)NCc2ccc(F)cc2)c2ccccc2c1=O,1.1,1.1,1.0,-4,-8,-9,-7,-5,0.9,15
O=C(COC(=O)c1ccccc1O)Nc1ccc(OC(F)F)cc1,1.1,1,0.8,-20,-1,-11,-6,13,0.9,6
CCc1cccc2c(C=C(C#N)C#N)cn(CC(=O)N3CCCCC3)c12,0.9,1,5.4,-7,-2,-2,5,78*,1,2
Cc1[nH]c2c(Br)cccc2c1[C@H]1[C@@H](CC#N)C1(C)C,1,1,4.9,5,-2,-12,-3,99*,0.9,14
Cn1c(SCC(=O)c2ccccc2)nnc1-c1cnccn1,1,0.9,0.5,-14,7,-15,-4,-11,0.9,5
CCOC(=O)CNC(=O)CSc1nnnn1-c1cc(C)ccc1C,1,1,0.9,8,-3,-5,0,2,1,5

# The final 5 entries of the section above come first, to join the parts.
SMILES,TNAP act hiacc,FLuc act counter,RAM inhibit,APP 5UTR inh,FLuc inh counter,TNAP inh no acc,TNAP inh hi DEA,L major viab,bIAP act,bIAP inhibitor
O=C(COC(=O)c1ccccc1O)Nc1ccc(OC(F)F)cc1,1.1,1,0.8,-20,-1,-11,-6,13,0.9,6
CCc1cccc2c(C=C(C#N)C#N)cn(CC(=O)N3CCCCC3)c12,0.9,1,5.4,-7,-2,-2,5,78*,1,2
Cc1[nH]c2c(Br)cccc2c1[C@H]1[C@@H](CC#N)C1(C)C,1,1,4.9,5,-2,-12,-3,99*,0.9,14
Cn1c(SCC(=O)c2ccccc2)nnc1-c1cnccn1,1,0.9,0.5,-14,7,-15,-4,-11,0.9,5
CCOC(=O)CNC(=O)CSc1nnnn1-c1cc(C)ccc1C,1,1,0.9,8,-3,-5,0,2,1,5
CCCCCC(=O)NN=C1CCN(Cc2ccccc2)CC1,1,1.1,-0.7,4,-10,-4,-5,-4,1.1,-10
COCC(O)CSc1c([N+](=O)[O-])nc(C)n1Cc1ccc(OC)c([N+](=O)[O-])c1 (stereo not given),1,1,-0.4,-14,-4,-8,-1,0,1.2,-15
COc1ccc2c(c1)CC/C(=C\c1ccc(OC)c(Cn3cccn3)c1)C2=O,1,1,7.8,-2,4,-4,1,98*,1,-4
O=C(NC1CCCCCC1)C1CCN(S(=O)(=O)c2cnc[nH]2)CC1,1,1.1,0.5,4,-6,4,-1,-5,1,0
CC(=O)c1ccc(-c2nc3c4ccccc4ccn3c2C(C)=O)o1,1,1.1,5.6,1,-6,-15,-4,8,1,4
CCOc1ccccc1NC(=O)CSc1nnc(-c2cnccn2)n1C,1.1,1.1,-0.8,1,-11,-12,-5,3,0.9,7
CC(C)CN1CN(Cc2ccccc2)CNC1=S,1,1.1,1.2,6,-5,-9,0,-6,1,-4
O=C(NC12CC3CC(CC(C3)C1)C2)N1CCCC(CO)C1 (stereo not given),1,1,4.3,6,-3,2,4,-9,1,2
Cc1ccc2cccc(O)c2[n+]1[O-],1.1,1,-0.7,0,-4,-6,-6,6,1,3
O=C(NCC1CCCO1)c1ccccc1NC(=O)c1cccc2ccccc12 (stereo not given),1,1.1,-0.9,-22,-6,-9,-4,0,1,4
CCOC(=O)c1cc(C)sc1/N=C/C1C(=O)CC(C)(C)CC1=O,1,1.1,2.6,-23,-6,15,-4,2,0.9,9
Cc1cc(C)cc(NC(=O)Cn2c(SCc3cc(C)ccc3C)nc3ccncc32)c1,1,1.1,-0.3,-14,-7,1,-3,2,1.3,-28
COc1ccccc1C(=O)Nc1ccc2c(c1)OCCO2,1,0.5,-0.1,-137,50,-4,-1,-6,1,0
CC1(C)CC(=O)C(C=NCCN2CCN(C(=O)c3ccc(Br)cc3)CC2)=C(O)C1,1,1.1,0.1,-2,-7,-7,1,-6,1,3
CC(=O)NS(=O)(=O)c1ccc(N=c2ssc3c2-c2cc(C)ccc2NC3(C)C)cc1,1,1,4.9,-15,-4,-3,1,-7,0.7,33
CCOC(=O)C(NCc1ccc2c(c1)OCO2)(NC(=O)c1ccccc1)C(F)(F)F (stereo not given),1,1.1,-0.3,22,-7,-11,-4,6,1,-3
O=C(CNC1=NCCC1)c1ccc2c(c1)OCCO2,1,1,1.7,12,-4,-6,-2,15,0.9,12
C=CCn1c(C)cc(C(=O)Cn2ncc(Cl)c(Cl)c2=O)c1C,1,0.8,2.3,87*,24,-8,-2,87*,0.9,9
COc1ccc(-c2cc(-c3ccc(O)cc3)nc(N)c2C#N)cc1OC,1,1,1.8,-6,-5,-6,1,65*,1.1,-12
O=C(NCc1ccco1)c1cc(-c2cccc(Cl)c2)on1,1,1,2.4,-9,0,-9,-2,-8,0.9,7
O=C(NNC(=O)c1ccccc1[N+](=O)[O-])c1cccs1,1.1,1,1.4,-15,1,-7,-6,-6,1,-4
CCCc1nnc(SCC(=O)N2CCCCC2C)n1CCOC (stereo not given),1.1,1.1,1.0,-19,-7,-12,-6,8,1,1
O=C(CN1C(=O)c2ccccc2S1(=O)=O)c1ccccc1,1,1,1.9,3,3,-5,0,-3,1,-1
COC(=O)CC1SCCNC1=O (stereo not given),1,1.1,2.8,9,-8,-7,-4,-3,0.9,13
O=C(COc1ccc(Br)cc1)NNC(=S)NC(=O)c1ccccc1[N+](=O)[O-],1,1,4.1,12,-1,-53,-3,16,1,4
CCCCNC(=O)c1cc2c(=O)n3cccc(C)c3nc2n1C,1.1,1.1,.,.,-6,-13,-6,.,0.9,6
CN(Cc1ccccc1)C(=O)COC(=O)c1cncc(Br)c1,1,1,-0.6,10,-2,-5,4,-3,1.1,-8
CCOC(=O)C1NC(=O)CC1c1ccccc1 (stereo not given),1,1.1,1.9,-6,-8,8,-3,-4,0.9,10
O=C(Nc1ccccn1)C1CCN(S(=O)(=O)c2cccc3nonc23)CC1,1,1.1,-0.1,-1,-7,-5,0,-3,0.9,9
O=C1c2[nH]nc(-c3ccccc3O)c2C(c2cccc(Cl)c2)N1Cc1ccco1 (stereo not given),1.1,1.1,5.1,0,-6,-51,-8,79*,1.4,-39
CCOC(=O)c1ccc(-c2ccc(/C=N/NC(=O)CN(c3ccccc3Cl)S(C)(=O)=O)o2)cc1,1,1,7.4,-80,3,-13,1,23,1,3
COC(=O)c1c(C)[nH]c(C(=O)OCC(=O)NCC(C)C)c1C,1,1.1,4.1,2,-6,20,-4,0,0.9,13
O=C(CSc1ccc(Cl)cc1)NNC(=O)c1cccnc1,1,1.1,-0.2,-13,-6,-60,3,-4,0.9,8
CC(C)/C(=N\NS(=O)(=O)c1ccc(Br)cc1)c1cccs1,1.1,1.1,1.4,-15,-6,-12,-8,-5,1,4
Cc1cccc(C)c1NC(=S)N/N=C/c1c(Cl)cccc1Cl,1,1.1,4.8,17,-6,3,1,-8,1,2
Cc1c(NC2=NC(C)(C)Cc3ccccc32)c(=O)n(-c2ccccc2)n1C,1,1.1,1.8,-1,-5,-6,-2,-2,0.4,.

# As entered above.
# `CCC(OC(=O)c1nsc(Cl)c1Cl)C(=O)NC(C)(C)CC` (stereo not given) in FLuc inh counter is entered as -4
# `O=C(O)/C=C/C(=O)Nc1ccc(S(=O)(=O)N2CCCC2)cc1` in FLuc act counter is entered as 1
